Screens: PubChem, Broad Institute
GSK3A inh: human GSK-3 alpha kinase inhibition; AID 2650; ADP-Glo luminescence, 60 min; inhibition, % at 10 µM; hit rate 0.1% among 320,000; P49840;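 in the data active means inhibition above about 50%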;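 further: GST-tagged GSK-3 alpha with peptide substrate and 25 µM ATP; 0% = DMSO neutral wells and 100% = GW8510 positive control wells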
Target sequence (P49840 whole entry, looked up): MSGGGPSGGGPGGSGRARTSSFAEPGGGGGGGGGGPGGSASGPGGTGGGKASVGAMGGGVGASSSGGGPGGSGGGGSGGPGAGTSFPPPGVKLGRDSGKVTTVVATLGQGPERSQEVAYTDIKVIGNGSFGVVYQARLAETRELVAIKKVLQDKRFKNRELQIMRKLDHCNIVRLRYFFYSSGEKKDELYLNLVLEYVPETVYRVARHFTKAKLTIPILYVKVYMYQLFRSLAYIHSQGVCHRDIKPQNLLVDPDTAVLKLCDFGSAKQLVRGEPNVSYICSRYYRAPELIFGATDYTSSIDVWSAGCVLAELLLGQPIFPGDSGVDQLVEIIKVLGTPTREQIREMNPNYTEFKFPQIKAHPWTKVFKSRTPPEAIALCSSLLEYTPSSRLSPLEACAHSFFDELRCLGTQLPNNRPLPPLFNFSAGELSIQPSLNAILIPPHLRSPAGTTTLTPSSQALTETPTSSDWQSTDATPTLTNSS
* marks the source's active call; other numbers are inactive results.

SMILES	GSK3A inh
O=S(=O)(NC1CCC(NS(=O)(=O)c2c(F)cccc2F)CC1)c1ccc2c(c1)OCCO2 (stereo not drawn)	0
N#C/C(=C\c1ccc(O)c(O)c1)C(=O)Nc1ccccc1	0
COc1ccc(NC(=O)CN(C)C(=O)CN2C(=O)NC3(CCCCC3)C2=O)cc1	1
COc1ccccc1NCCC(=O)OCC(=O)Nc1ccccc1Cl	-1
CCC(C(=O)OC(C)C)c1ccc2ccccc2c1 (stereo not drawn)	-4
O=C(COc1ccc(Cl)cc1Br)NC1CC1	-4
Cc1ccc(S(=O)(=O)Nc2c(C)n(C)n(-c3ccccc3)c2=O)cc1C(=O)NCc1ccccc1	2
CC(c1ccccc1)N1CC(C(=O)N2CCCC(C(N)=O)C2)CC1=O (stereo not drawn)	0
C=CCC[C@H](Cc1ccc(F)cc1)C(=O)OC[C@@H](Cc1c[nH]c2ccccc12)NC(=O)[C@@H](CC=C)CC(=O)N[C@@H](CO)Cc1ccccc1	0
C[C@@H]1CN([C@@H](C)CO)C(=O)c2cccc(NC(=O)C3CCCCC3)c2O[C@@H]1CN(C)C(=O)NC1CCCCC1	2
CCOc1ccccc1NC(=O)c1cc(=O)[nH]c2ccc(S(=O)(=O)N3CCOCC3)cc12	1
O=C1c2ccccc2NC(c2ccc(-c3cccs3)o2)N1O (stereo not drawn)	-1
COc1ccc(S(=O)(=O)N2CCN(c3nn(C)c(=O)n(C)c3=O)CC2)cc1	2
CNC(=O)c1ccc(NC(=O)CCc2c(C)noc2C)cc1	-2
COc1cccc(C(=O)O[C@H]2[C@H](Cc3ccccc3)NS(=O)(=O)[C@H]3C[C@@H]4C=C[C@]23O4)c1	2
Cc1c(Cl)c(=O)oc2cc(OCC(=O)N3CCCC(C)C3)ccc12 (stereo not drawn)	-1
CC(C#N)(NC(=O)CN1CCN(S(=O)(=O)c2ccccc2Cl)CC1)C1CC1 (stereo not drawn)	1
Cc1ccc(C(=O)Cn2c(=N)n(CCN3CCOCC3)c3ccccc32)cc1	-1
CC(C)C(NC(=O)c1ccccc1)C(=O)OCC(=O)N1CCCC1 (stereo not drawn)	-6
COc1ccc(/C=C/C(=O)OCC(=O)c2ccc[nH]2)cc1	0
O=C(COC(=O)/C=C/c1ccc(F)cc1)NCC1CCCO1 (stereo not drawn)	0
O=C(NC1CCCCC1)c1cccc2c1C(=O)c1ccc(N3CCCC3)cc1S2(=O)=O	1
O=S(=O)(c1cccc(Cn2nnc(-c3ccccc3)n2)c1)N1CCOCC1	-1
O=C(NCCN1CCOCC1)c1cccc(S(=O)(=O)Nc2ccc(F)cc2)c1	2
COC(=O)C(Cc1ccccc1)NC(=O)CNC(=O)c1ccc(Br)o1 (stereo not drawn)	-1
Next compounds follow.
SMILES	GSK3A inh
COc1ccc(C)cc1NC(=O)CCCN1C(=O)NC(C)(C)C1=O	-2
CC(=O)N1CCN(C(=O)CNC(=O)c2cccs2)CC1	-4
OCC#CCSc1nnc(-c2cccc3ccccc23)o1	0
COc1ccc([C@@H]2CC=C(C(=O)O)CN2S(=O)(=O)c2ccc(Cl)cc2)cc1	-45
COc1ccccc1CC(=O)OC(C)C(=O)Nc1ccc(S(=O)(=O)N2CCCCC2)cc1 (stereo not drawn)	-1
C[C@H]1CN([C@@H](C)CO)C(=O)c2cc(NS(=O)(=O)c3ccc(F)cc3)ccc2O[C@H]1CN(C)S(=O)(=O)c1cn(C)cn1	-3
CC(NS(=O)(=O)c1ccc(Br)cc1)C(=O)Nc1nc2ccccc2[nH]1 (stereo not drawn)	4
O=c1oc(Cl)c(Cl)c2ccccc12	-3
CN(Cc1cccs1)C(=O)C1CCN(S(=O)(=O)c2ccccc2)CC1	-1
O=C(Nc1ccc(C(F)(F)F)cc1[N+](=O)[O-])O[C@H]1[C@H](Cc2ccccc2)NS(=O)(=O)[C@H]2C[C@@H]3C=C[C@]12O3	-3
Cc1ccc(S(=O)(=O)N2CCN(C(=O)COC(=O)c3cccnc3Cl)CC2)c(C)c1	-8
CCOC(=O)c1c(C)[nH]c(C(=O)OCC(=O)N(CC(C)C)C2CCS(=O)(=O)C2)c1C (stereo not drawn)	-1
CN1CCN(CC(=O)NC(=O)NC2CCCCC2)CC1	0
O=C(c1ccc(S(=O)(=O)Nc2ccccc2Cl)cc1)N1CCCC1	-1
O=C(c1ncn(Cc2ccccc2)c1C(=O)N1CCc2ccccc2C1)N1CCc2ccccc2C1	11
CCc1nn2c(=O)cc(COC(=O)c3ccc(SC)cc3OC)nc2s1	-5
Cc1cccc(NC(=O)C2CCCN2C(=O)OCc2ccccc2)c1 (stereo not drawn)	-2
O=C(Nc1ccccc1)c1nc[nH]c1C(=O)NCCCCNC(=O)c1[nH]cnc1C(=O)Nc1ccccc1	-3
CCN(CC)C(=O)c1nc[nH]c1C(=O)N1CCC(C)CC1	-1
CSc1ncccc1C(=O)N1CCN(S(=O)(=O)c2ccc3ccccc3c2)CC1	-1
Cn1cnc(C(=O)N2CCN(c3ccccc3)CC2)c1C(=O)N1CCN(c2ccccc2)CC1	-2
CCOc1ccc(NC(=O)CSc2nnnn2C2CC2)cc1S(=O)(=O)N1CCCC1	-1
O=S(=O)(c1ccc(SCCOc2ccc(Cl)cc2)nc1)N1CCCC1	2
C[C@H](CO)N1C[C@H](C)[C@H](CN(C)Cc2ccccc2)Oc2c(NC(=O)Nc3ccc(F)cc3)cccc2C1=O	0
COc1ccc(OC)c(NC(=O)C(C)SCc2nc3sc(C)c(C)c3c(=O)[nH]2)c1 (stereo not drawn)	14

Copied from the list:
Under GSK3A inh, CSc1ncccc1C(=O)N1CCN(S(=O)(=O)c2ccc3ccccc3c2)CC1 has the entry -1
Under GSK3A inh, Cn1cnc(C(=O)N2CCN(c3ccccc3)CC2)c1C(=O)N1CCN(c2ccccc2)CC1 has the entry -2
Under GSK3A inh, CCOC(=O)c1c(C)[nH]c(C(=O)OCC(=O)N(CC(C)C)C2CCS(=O)(=O)C2)c1C (stereo not drawn) has the entry -1
Under GSK3A inh, O=C(Nc1ccc(C(F)(F)F)cc1[N+](=O)[O-])O[C@H]1[C@H](Cc2ccccc2)NS(=O)(=O)[C@H]2C[C@@H]3C=C[C@]12O3 has the entry -3
Under GSK3A inh, CC(NS(=O)(=O)c1ccc(Br)cc1)C(=O)Nc1nc2ccccc2[nH]1 (stereo not drawn) has the entry 4

The results go on:
SMILES	GSK3A inh
C#CCOCCOCCOCCNc1nc(N2CCN(C(=O)C([C@@H](C)O)n3cc([C@@H](N)CCCCN)nn3)CC2)nc(N2CCN(C(=O)[C@H](CO)n3cc([C@@H](N)C(C)C)nn3)CC2)n1 (stereo partly drawn)	4
O=C(NCc1ccc2c(c1)OCO2)c1cc([N+](=O)[O-])ccc1N1CCOCC1	0
CN(C(=O)COC(=O)Cn1cnc2c1c(=O)n(C)c(=O)n2C)C1(C#N)CCCCC1	-3
N#Cc1cccnc1N1CCN(C(=O)c2cccc3c2C(=O)c2ccc(Cl)cc2S3(=O)=O)CC1	-1
Cn1nc(C(=O)OCC(=O)Nc2ccc(C(N)=O)cc2)c2ccccc2c1=O	-4
O=S(=O)(NCC1CN(S(=O)(=O)c2c(F)cccc2F)C1)c1ccc2c(c1)OCCO2	0
COc1ccc(C(=O)N(C)C2CCCCC2)cc1S(=O)(=O)N1CCOCC1	1
O=C(/C=C/c1cccc(F)c1)OCC(=O)c1ccc[nH]1	-3
CN(C(=O)COC(=O)CCC(=O)c1ccc(F)cc1)C1CCCCC1	-3
COc1ccccc1C(=O)NCC(=O)NCCSc1ccc(Br)cc1	2
O=C(O)C1CC=CCC1C(=O)N1CCN(c2nc(-c3ccccc3Cl)c3cc(Br)ccc3n2)CC1 (stereo not drawn)	-1
O=C(COc1cccc(F)c1)Nc1nc(-c2cccnc2)cs1	2
CN(c1ccccc1)S(=O)(=O)c1cccc(NC(=O)c2cccc(C#N)c2)c1	0
CN(C(=O)CSc1nnc(-c2ccccc2F)n1N)C1CCCCC1	0
Cc1noc(C)c1NC(=O)Nc1ccc2c(c1)C(=O)N([C@H](C)CO)C[C@H](C)[C@@H](CN(C)C(=O)NC1CCCCC1)O2	-2
CN(C)C(=O)CSc1ccccc1C(=O)OCC(=O)NC1CC1	1
CCN(CC(=O)Nc1ccc(OC)cc1)C(=O)c1ccc(Cl)c(S(=O)(=O)N2CCCC2)c1	1
CC[C@@H]1C/C=C\Cc2ccccc2[C@@H](C(=O)C[C@H](O)CC(C)=O)OC1=O	-1
CCCn1nc(C(=O)NC2CC2)c2ccccc2c1=O	-2
O=C(c1ccc([N+](=O)[O-])o1)N1CCCCCC1	2
Cc1ccc2c(c1)[C@H]1[C@H](CO2)[C@H](c2ccccc2)[C@]2(C)C(=O)Nc3ccc(Br)cc3C(=O)N12	-1
COc1ccccc1-c1sc2cc3c(cc2c1-c1ccc(OCCN2CCCCC2)cc1)OCO3	2
COc1ccc(C(=O)NC2CCC(O)CC2)cc1S(=O)(=O)NCc1ccc(Cl)cc1 (stereo not drawn)	-3
Cc1ccc(S(=O)(=O)N2CCOCC2)cc1C(=O)OCC(=O)NC1CC1	13
O=C(NCC1(N2CCCCC2)CCCCC1)c1cccc(S(=O)(=O)Nc2ccc(F)cc2)c1	1

A second format for two compounds above:
canonical_smiles: O=C(NC1CCCCC1)c1cccc2c1C(=O)c1ccc(N3CCCC3)cc1S2(=O)=O
  GSK3A inh = 1

canonical_smiles: O=S(=O)(c1cccc(Cn2nnc(-c3ccccc3)n2)c1)N1CCOCC1
  GSK3A inh = -1

Remaining list, next part
SMILES	GSK3A inh
N[C@@H](CCC(=O)N[C@@H](CSN=O)C(=O)NCC(=O)O)C(=O)O	-2
CN(Cc1ccco1)c1ncnc2ccc(-c3ccccc3Cl)cc12	-2
COc1cc(/C=N/NC(=O)c2ccc(NS(=O)(=O)c3cccs3)cc2)cc(OC)c1O	2
CCOc1ccccc1C(=O)N[C@H](C(=O)OCc1csc(CC(=O)Nc2ccc(C)cc2)n1)C(C)C	-3
COc1ccccc1NS(=O)(=O)c1cccc(C(=O)N/N=C/c2c(CO)cnc(C)c2O)c1	3
Cc1cc(=O)[nH]c(SCC(=O)Nc2cccc(S(=O)(=O)N3CCOCC3)c2)n1	1
CN(Cc1ccccc1)C(=O)c1[nH]cnc1C(=O)Nc1ccccc1	-2
COc1ccc(OCC(=O)OCC(=O)Nc2cc(S(=O)(=O)N3CCOCC3)ccc2Cl)cc1	-8
CC1CCCC(NC(=O)COC(=O)c2cccs2)C1C (stereo not drawn)	-1
CCN1CCN(C(=O)c2ccc(S(=O)(=O)Nc3ccccc3)cc2)CC1	-4
COc1ccc(-c2sc3ccc(OC)cc3c2-c2ccc(O)cc2)cc1	-2
O=S(=O)(c1ccc(F)cc1)N1CCN(CCOc2ccccc2)CC1	-2
NC(=O)c1ccc(NC(=O)C2CC(=O)N(c3ccc4c(c3)OCCO4)C2)cc1 (stereo not drawn)	9
COc1ccc(C(=O)NCC(=O)OCc2nc(N)nc(Nc3ccccc3C)n2)cc1	-3
O=C(Nc1ccc(N2CCOCC2)cc1)c1ccc(Cl)c(S(=O)(=O)N2CCCC2)c1	-1
CNS(=O)(=O)c1cccc(C(=O)OCC(=O)c2ccc[nH]2)c1	-4
COc1cc2c(C#CCCO)c(-c3ccsc3)oc(=O)c2cc1OC	1
C[C@H](CO)N1C[C@H](C)[C@@H](CN(C)C(=O)Nc2ccc3c(c2)OCO3)Oc2ccc(NC(=O)CCC(F)(F)F)cc2C1=O	-2
CC1(C)Oc2ccc3ccc(=O)oc3c2[C@@H](O)[C@H]1O	-3
CC(=O)Nc1ccc(S(=O)(=O)N(C)CC(=O)OCC(=O)c2ccc[nH]2)cc1	-1
Cc1cc(C)c(NC(=O)c2ccc3c(c2)NC(=O)C(C)S3)c(C)c1 (stereo not drawn)	4
COc1ccc(C2(c3ccc(OC)cc3)NC(=O)N(CC(=O)NC3(C#N)CCCCC3)C2=O)cc1	2
O=C(COc1ccc(F)cc1Cl)N1CCN(C(=O)c2cccs2)CC1	8
NS(=O)(=O)c1ccc(-c2c(-c3ccccc3)sc3ccccc23)cc1	-1
O=C(Nc1cccc(S(=O)(=O)N2CCCCCC2)c1)c1ccc(=O)[nH]c1	-3

Ordered by heavy-atom count (low to high): part of the list above.
SMILES	GSK3A inh
CN(Cc1ccccc1)C(=O)c1[nH]cnc1C(=O)Nc1ccccc1	-2
CC(C#N)(NC(=O)CN1CCN(S(=O)(=O)c2ccccc2Cl)CC1)C1CC1 (stereo not drawn)	1
CN(C(=O)COC(=O)Cn1cnc2c1c(=O)n(C)c(=O)n2C)C1(C#N)CCCCC1	-3

New compounds follow.
SMILES	GSK3A inh
Cc1ccc(NC(=O)COC(=O)CC2CCCC2)cc1F	0
C[C@H](CCCC/C=C/C(=O)O)O[C@@H]1O[C@@H](C)[C@H](O)C[C@H]1O	4
COc1ccccc1CNC(=O)COC(=O)c1cccs1	-2
O=C(COC(=O)/C=C/c1ccc(OC(F)F)cc1)NC(=O)NCc1ccccc1	-2
CCCC[C@@H]1C=C(C(=O)O)[C@H](c2ccc(C)cc2)N1S(=O)(=O)c1ccc(C)cc1	-4
CCN(CC(=O)NCc1cccs1)C(=O)CCOc1ccccc1	-5
O=S(=O)(Nc1cc(S(=O)(=O)N2CCOCC2)ccc1O)c1ccc2c(c1)OCCCO2	-3
COc1cccc(-c2sc3ccc(OC)cc3c2-c2ccc(OCCN(C)C)cc2)c1	-4
COc1ccc(CN2CCN(C(=O)C3CCN(C(=O)Nc4ccccc4)CC3)CC2)cc1OC	2
C[C@H](CO)N1C[C@H](C)[C@@H](CN(C)S(=O)(=O)c2ccc(F)cc2)Oc2c(NC(=O)Nc3ccc(C(F)(F)F)cc3)cccc2C1=O	-2
CCc1ccccc1NC(=O)CN1CCN(CC(=O)NCc2ccc(Cl)cc2)CC1	-4
COc1ccc([C@@H]2CC=C(C(=O)O)[C@H](c3ccc(C)cc3)N2S(=O)(=O)c2ccc(C)cc2)cc1OC	-3
O=C(O)CCSc1nnc(SCC(=O)NC2CCS(=O)(=O)C2)s1 (stereo not drawn)	5
Cn1cccc1C(=O)OCC(=O)NCCCc1ccccc1	-2
CCC(C)Sc1ccc([C@H]2N[C@@](C)(C(=O)OC)[C@H]3C(=O)N(C)C(=O)[C@@H]23)cc1 (stereo partly drawn)	-1
CCN(C(=O)c1cccc(S(=O)(=O)N2CCc3ccccc32)c1)C1CCS(=O)(=O)C1 (stereo not drawn)	0

The list is partial; count on the stated rates, not on these rows.
